# Source: PubChem
# PG9 binder = binds the HIV-1 gp120 antibody PG9. TR-FRET gp120-PG9 antibody binding. inhibition, % at 6.7 µM. 360,000 compounds, 0.43% hits; in the data active means inhibition above about 8.5%
# DAX1 inh-1 = NR0B1 (DAX1) inhibition | P51843 | HEK293 Gal4-DAX1 luciferase reporter, luminescence | AID 504766 | inhibition, % at 6.75 µM | 340,000 compounds, 0.99% hits;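 active means inhibition above the mean over all tested compounds plus 3 SD, cut at about 4.2% in these data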;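 further: 0% = DAX1-transfected cells with DMSO and 100% = empty-vector control cells with DMSO; inhibition shows as a rise in luminescence from relieved DAX1 repression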
# ADAM17 inh = ADAM17 inhibition, QFRET primary screen | P78536 | recombinant ADAM17, EDANS/DABCYL FRET peptide cleavage | inhibition, % at 6.95 µM | 370,000 compounds, 0.83% hits | AID 720648;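 active means inhibition above the mean of compounds lying between control limits plus 3 SD, set per campaign, cut at about 8.5% in these data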;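 further: 0% = DMSO-only wells as the low control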
# hcDAF12 agonist = activates DAF-12 receptor from parasite H. contortus; HEK293 hcDAF-12 lit1-tk-luc reporter, luminescence; 0% DMSO, 100% Δ7-dafachronic acid; activation, % at 6.8 µM; 370,000 compounds, 1.4% hits;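 active means activation above the mean of all tested compounds plus 3 SD, cut at about 5.5% in these data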;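 further: 100% = response to 3 µM Δ7-dafachronic acid high control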
# ADAM10 inh = inhibits human ADAM10; O14672; recombinant ADAM10, EDANS/DABCYL FRET peptide cleavage, 3 h; inhibition, % at 7 µM; 370,000 compounds, 0.62% hits;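 active means inhibition above a per-campaign cutoff equal to the mean of compounds falling between control-based bounds plus 3 SD, cut at about 20% in these data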;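 further: 0% = DMSO wells while the 100% control is not disclosed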
# GAA850 FXN act = frataxin GAA850 promoter activation. HEK293 lucGAA850 FXN promoter luciferase reporter, 24 h; percent of 10 µM SAHA response. 360,000 compounds, 0.56% hits. activation, % at 6 µM;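 active means activation above the average of all compounds screened plus 3 SD, cutoff fixed separately per campaign, cut at about 7.5% in these data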;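 further: 0% = DMSO wells and 100% = 10 µM SAHA wells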
# DAX1 inh-2 = inhibitors of DAX1 repression of SF-1 activated StAR promoter; HEK293T StAR-luciferase reporter, SF-1/DAX-1 repression relief; inhibition, % at 6.8 µM; 370,000 compounds, 1.1% hits; AID 652010;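 active means inhibition above the mean over all tested compounds plus 3 SD, cut at about 3.6% in these data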;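 further: 0% = DAX-1 cells with DMSO and 100% = cells lacking DAX-1 with DMSO; higher inhibition means more luminescence from relief of DAX-1 repression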
# hgDAF12 agonist = hgDAF-12 agonism, primary luciferase screen | HEK293 GAL4-hgDAF12 UAS-luciferase reporter, agonist luminescence; normalized to butyrate control | activation, % at 6.8 µM | 370,000 compounds, 1.8% hits | AID 687014;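 active means activation above a cutoff set at the mean of all screened compounds plus 3 SD, cut at about 10% in these data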;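 further: 0% = DMSO wells and 100% = sodium butyrate wells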
# SMARCA2 activ = SMARCA2 function activation, primary screen | MG213 cells, MMTV-luciferase reporter, dexamethasone, overnight | activation, % at 9.1 µM | 370,000 compounds, 1% hits; in the data active means activation above about 7.8%;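 further: 0% = vehicle wells and 100% = reference activator wells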
# GC-A act = GC-A (human) enzyme activation; 370,000 compounds, 0.14% hits; P16066; AID 1671463; activation, % at 10 µM; HEK293 GC-A cells, cGMP TR-FRET, EC30 ANP; 0% at EC30 ANP, 100% saturating ANP; in the data active means activation above about 40%
# Target sequence (P16066 whole entry, looked up): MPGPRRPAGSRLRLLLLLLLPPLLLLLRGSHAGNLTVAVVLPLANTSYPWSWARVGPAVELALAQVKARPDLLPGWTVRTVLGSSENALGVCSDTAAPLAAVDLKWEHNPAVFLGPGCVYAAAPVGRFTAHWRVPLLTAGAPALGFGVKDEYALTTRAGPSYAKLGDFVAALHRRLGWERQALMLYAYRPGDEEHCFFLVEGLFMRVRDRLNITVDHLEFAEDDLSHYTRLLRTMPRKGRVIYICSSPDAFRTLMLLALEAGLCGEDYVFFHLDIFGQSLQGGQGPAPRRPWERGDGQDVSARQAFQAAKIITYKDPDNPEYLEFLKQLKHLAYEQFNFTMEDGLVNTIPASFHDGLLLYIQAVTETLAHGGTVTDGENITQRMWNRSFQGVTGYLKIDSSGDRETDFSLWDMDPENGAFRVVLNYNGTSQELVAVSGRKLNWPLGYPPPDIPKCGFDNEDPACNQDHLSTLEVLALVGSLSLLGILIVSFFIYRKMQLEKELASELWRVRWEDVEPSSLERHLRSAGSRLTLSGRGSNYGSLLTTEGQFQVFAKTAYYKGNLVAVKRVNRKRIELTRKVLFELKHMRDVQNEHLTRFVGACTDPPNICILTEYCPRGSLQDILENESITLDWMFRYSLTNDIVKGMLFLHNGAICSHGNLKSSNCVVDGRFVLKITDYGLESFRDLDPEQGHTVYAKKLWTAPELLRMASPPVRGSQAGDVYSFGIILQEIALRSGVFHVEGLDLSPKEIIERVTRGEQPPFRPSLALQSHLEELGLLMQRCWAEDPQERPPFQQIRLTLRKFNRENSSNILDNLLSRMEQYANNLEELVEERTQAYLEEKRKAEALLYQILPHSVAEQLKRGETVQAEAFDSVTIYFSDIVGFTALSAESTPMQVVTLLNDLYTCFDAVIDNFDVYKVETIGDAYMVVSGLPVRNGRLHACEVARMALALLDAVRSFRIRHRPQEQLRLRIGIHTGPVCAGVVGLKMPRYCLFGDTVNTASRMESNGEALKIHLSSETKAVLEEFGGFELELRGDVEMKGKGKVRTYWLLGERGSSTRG
# ssDAF12 agonist = S. stercoralis DAF-12 activation, primary screen; activation, % at 6.8 µM; HEK293 ssDAF-12/GRIP1 lit1-tk-luc reporter, luminescence; % of 3 µM dafachronic acid response; 370,000 compounds, 1% hits; AID 652126;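 active means activation above the mean over all tested compounds plus 3 SD, cut at about 0.9% in these data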;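 further: 0% = DMSO-only wells and 100% = 3 µM delta7-dafachronic acid wells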
# Numbers without * were called inactive; i = inactive; · = no result given; & = joins results of further samples. No enrichment for hits; overall some 6.8% were active at least once.
SMILES,PG9 binder,DAX1 inh-1,ADAM17 inh,hcDAF12 agonist,ADAM10 inh,GAA850 FXN act,DAX1 inh-2,hgDAF12 agonist,SMARCA2 activ,GC-A act,ssDAF12 agonist
C/C(Cn1nc([N+](=O)[O-])cc1C)=N\NC(=O)c1cccc(Br)c1,-1.7,0.6,5,-0.3,10,0.5,0.3,4.9,0,2,-1.2
NS(=O)(=O)c1ccc(N/C=C\C(=O)c2cccc3ccccc23)cc1,0.1,-0.9,2,4.1,5,2.1,0.6,4.7,2,-2,-0.9
O=[N+]([O-])c1ccc(COc2ccccc2/C=N/O)cc1,-1.4,-0.1,2,3.8,8,3.9,0.1,6.0,3,4,-0.9
COC(=O)C(Cc1ccccc1)NC(=O)CCc1c[nH]c2ccccc12 (centres undefined),1.4,-0.6,-4,2.0,7,-1.0,-0.1,3.0,-3,-3,-1.4
Cc1ccc(CC(=O)N2CCN(c3ccccc3F)CC2)cc1,-2.2,-1.0,0,-1.2,-2,1.8,0.3,-1.7,0,-1,-1.1
COC(=O)C1CN(Cc2ccc(F)cc2)CCS(=O)(=O)N1Cc1ccccc1 (centres undefined),·,·,6,-1.9,10,·,-0.6,-2.9,-7,-3,-0.3
CCN(CC)c1ccc(NC(=S)NC(=O)c2ccco2)cc1,-0.9,0.2,1,0.4,3,6.9,2.7,16*,1,-3,-1.5
Cc1nnc(NC(=O)C2CC(=O)N(c3ccc4c(c3)OCCO4)C2)s1 (centres undefined),-2.8,0.2,1,-2.0,-3,0.7,0.0,-4.2,4,-2,-1.2
Clc1ccc(CN2CCCCCC2)cc1Cl,3.3,0.0,-3,-1.4,-3,1.0,-0.4,-0.6,-4,-4,-0.9
COc1cccc(/C=N/NC(=O)c2c(-c3ccccc3)noc2C)c1OC,-3.1,0.5,-53,0.3,-123,-0.7,-2.0,2.6,-1,-4,-1.3
O=C(c1ccc2c(c1)CCC2)N1CCN(Cc2ccccc2)CC1,-0.8,1.1,6,-0.9,1,3.2,-0.5,-1.3,5,1,-1.4
COc1ccc(CN(C)C(=O)CNC(=O)c2cccs2)c(OC)c1,2.1,-0.9,-3,-1.0,-7,-0.2,-1.1,-0.7,1,-4,0.0
CC1Cn2c(nc(=O)c3c2NCN(CCc2ccccc2)C3)S1 (centres undefined),0.0,-1.1,1,0.4,-1,-1.3,0.6,1.1,-3,3,-0.7
CCOC(=O)C(C)Oc1cccc2c(=O)n(CC(=O)Nc3cccc(OC)c3)ccc12 (centres undefined),0.8,0.1,-12,-1.4,-39,-1.3,-1.2,-1.9,-1,2,-1.0
CC(C)C(=O)Nc1ccc2c(c1)nc1n2CCSC1,-1.1,0.1,-9,0.2,-24,-0.9,-0.3,0.3,-1,6,-1.2
COc1cc(OC)cc(-c2noc([C@@H]3O[C@H](CO)[C@@H](O)[C@H]3O)n2)c1,1.2,·,-3,0.8,-9,-1.1,0.4,-0.8,4,5,-1.3
CCn1c2ccccc2c2cc(CC(N)=O)ccc21,-2.6,-0.8,-5,-1.0,-4,1.7,-0.3,-1.0,1,1,-1.9
NC1=NC(=O)/C(=C/c2cccs2)S1,-4.1,2.0,-3,-1.1,-1,0.7,-0.2,0.6,-1,1,-0.5
C#Cc1ccc(NC(=O)C2(C)CCN2C(=O)Cc2ccc(C(C)C)cc2)cc1 (centres undefined),1.2,·,6,-4.4,11,-1.8,-5.1,-8.2,-9,-2,-2.4
Cc1ccc(C(=O)Nc2ccc(S(=O)(=O)Nc3ncccn3)cc2)cc1[N+](=O)[O-],1.2,1.3,1,-1.1,-2,1.2,0.4,2.6,-1,-1,-0.2
CCc1ccc(-c2cc(C)no2)cc1S(=O)(=O)N1CC(=O)Nc2ccccc21,-0.7,-0.1,1,-0.1,5,1.3,-0.4,0.0,-4,-1,-0.8
CCOC(=O)c1sc2nc3c(SCC(=O)O)cc(C(=O)c4cc(F)ccc4O)cn3c(=O)c2c1C,-1.0,0.3,-6,1.0,-20,1.0,-0.1,-3.6,-1,-5,-1.1
O=C(NCc1ccc2c(c1)OCO2)c1cc(-c2ccccn2)nc2ccccc12,0.6,0.6,-2,-1.6,3,-1.3,-1.7,-2.0,-5,6,-1.5
Cc1ccccc1N=CC1=C(O)c2ccccc2C1=O,-0.6,-2.5,-5,15*,-5,-3.1,5.5*,11*,1,3,2.1*
O=C(COc1ccccc1Cl)Nc1cccc(S(=O)(=O)NC2=NCCCCC2)c1,-0.1,-0.2,-1,0.0,-7,1.6,-1.2,-0.8,-2,-1,-1.0
COc1ccc(C(=O)COC(=O)c2nn(C)c(=O)c3ccccc23)c(OC)c1,-3.0,2.2,3,1.5,2,0.9,1.3,-0.8,-1,3,-1.0
Cc1ccc(OCCNC(=O)c2ccc(C)cc2)cc1,0.1,2.6,1,2.1,2,2.4,0.4,4.1,1,6,-0.2
CN(C)c1ccc(/C=N/NC(=O)C(=O)/C=C2\NC3(CCCC3)Cc3ccccc32)cc1,-1.8,-2.2,5,-3.5,7,-1.9,-1.2,-0.9,-3,1,-2.3
CC(=O)C1=C(C)NC(=O)NC1c1cccc([N+](=O)[O-])c1O (centres undefined),-0.7,0.9,-2,-1.6,-3,0.2,0.6,-3.3,0,1,-1.3
Cc1ccccc1C(=O)Nc1nnc(-c2cccnc2)o1,-0.3,0.2,-1,-0.2,3,-0.6,-0.5,-2.2,0,4,-1.6
CCOC(=O)C1CCCN(C2=NC(=O)/C(=C/c3ccc(OC)cc3OC)S2)C1 (centres undefined),-3.6,0.2,-7,-3.7,0,2.4,-0.6,0.2,-3,8,-1.7
CCc1ccc(C(=O)NCc2cnn(C)c2)s1,0.5,-0.1,1,-1.5,-7,3.1,0.7,1.7,-3,0,-1.5
Cc1ccc(S(=O)(=O)N2CCOCC2)cc1C(=O)N1CCOCC1,0.3,0.0,-1,-0.7,1,0.8,0.4,3.4,-2,-3,-1.2
O=C(NCc1ccccc1)NC1(C(=O)N2CCN3CCCC3C2)CCCCC1 (centres undefined),2.2,0.1,0,0.0,1,-0.1,0.3,0.7,1,1,-1.2
C/C(=N\NC(=O)c1cccnc1)c1nnn(-c2nonc2N)c1C,-2.0,0.7,0,-0.1,2,-0.8,0.8,1.0,4,0,-1.5
Cc1ccnc2nc(C(=O)OCC(=O)N(CC(C)C)CC(C)C)nn12,-1.1,-0.3,-4,-1.6,0,0.0,0.1,-2.9,-2,0,-1.8
COc1ccc(-c2nc3cnccn3c2Nc2ccc(C)cc2)cc1,0.7,0.4,-83,-0.2,-281,3.5,0.0,1.1,1,62*,-0.9
O=C(Nc1cccc(Cl)c1)/C(=C\c1cccnc1)NC(=O)c1ccco1,-1.5,1.5,-2,-0.6,-2,1.1,0.1,-0.6,5,-1,-1.4
CN(C)CCN(Cc1ccccc1)C(=O)C1CCN(c2ncnc3c2nc2n3CCCCC2)CC1,0.2,-0.3,-5,-0.8,-9,2.7,0.2,2.2,0,1,-1.6
N#C/C(=C(\O)CCl)c1nnc2n1CCCCC2,-2.1,1.8,-3,-0.5,6,-0.9,0.9,-1.7,2,1,-1.1

# Continued (2 carried over from the part before).
SMILES,PG9 binder,DAX1 inh-1,ADAM17 inh,hcDAF12 agonist,ADAM10 inh,GAA850 FXN act,DAX1 inh-2,hgDAF12 agonist,SMARCA2 activ,GC-A act,ssDAF12 agonist
CN(C)CCN(Cc1ccccc1)C(=O)C1CCN(c2ncnc3c2nc2n3CCCCC2)CC1,0.2,-0.3,-5,-0.8,-9,2.7,0.2,2.2,0,1,-1.6
N#C/C(=C(\O)CCl)c1nnc2n1CCCCC2,-2.1,1.8,-3,-0.5,6,-0.9,0.9,-1.7,2,1,-1.1
COc1cc(C(=O)N2C[C@@H]3CCC[C@H]2C3)ccc1OC1CCN(C(C)=O)CC1,-1.8,0.8,3,0.7,1,-0.5,0.9,1.0,-2,4,-0.5
Cc1ccccc1Cn1c(=O)n(CCC(=O)NCc2ccc3c(c2)OCO3)c(=O)c2ccccc21,1.6,2.6,-4,-1.7,-1,-0.2,-0.7,1.5,2,-1,-0.7
COc1cc(OC)cc(C(=O)NNC(=O)C2CCCC2)c1,0.4,1.4,-6,1.0,1,-1.2,0.1,0.5,-4,9,-0.6
COc1ccc(CCN=C(N)NS(=O)(=O)c2cc(F)ccc2OC)cc1,-0.1,2.7,-5,2.2,-4,2.1,1.1,0.8,0,0,-1.4
COC(=O)[C@@]12C[C@@H](CC(=O)NCc3ccc(C)o3)C(=O)N(CCc3ccc(OC)c(OC)c3)C1=CCC(C)(C)C2,0.9,·,0,-0.4,-17,·,5.8*,0.0,-4,-4,-1.1
O=C(Cc1ccc(Cl)cc1)Nc1ccc(Br)cn1,0.0,-2.5,0,-3.1,14,-0.9,0.2,4.4,2,2,-0.6
Cc1cc(C)c(OCCCON2C(=O)CCC2=O)c(Br)c1,0.8,-1.2,-5,-1.3,-4,0.9,0.2,-0.8,-2,-8,-1.5
NC(=Nc1ccccc1)N(c1ccccc1)c1ccccc1,0.7,0.6,-5,2.7,-3,1.1,-0.6,0.0,-3,-27,-0.9
CCCn1c(SCC(=O)NNC(=O)c2ccccc2)nnc1-c1cccnc1,-0.9,0.2,1,-0.9,5,1.2,0.4,-0.3,0,-1,-0.3
O=C(N/N=C/c1c(O)n(-c2ccc(Cl)cn2)c(=O)c2ccccc12)c1ccncc1,-9.9,-0.1,-37,-2.5,-111,0.5,0.2,-0.2,-2,-1,-1.3
CCCN1C(=O)c2cc(C(=O)Nc3cccc(C(C)=O)c3)ccc2C1Nc1cccc(C(C)=O)c1 (centres undefined),1.2,-2.4,-5,-3.2,-9,-3.6,-1.8,-8.6,-1,5,-2.5
C=C(C)c1cccc(C(C)(C)NC(=O)Nc2ncccn2)c1,-4.2,1.2,6,-1.2,10,0.2,-0.1,0.1,-3,-2,-1.3
Cc1ccc(NC(=O)C2CCCCC2)cc1C,-2.8,0.4,-1,-0.4,3,0.8,-0.1,1.7,0,2,-1.0
N#CCOc1coc(CN2CCN(c3cccc(Cl)c3)CC2)cc1=O,-0.9,-0.4,-2,-1.7,-3,-0.5,1.1,0.7,-1,-3,-1.7
COc1ccc(-c2cc(C(=O)Nc3cc(OC)cc(C(=O)Nc4cccc(C(F)(F)F)c4)c3)[nH]n2)cc1,-2.8&-1.4,-1.6&-0.9,1&-2,2.2&-1.2,-7&1,-1.0&-1.3,-0.5&0.1,3.1&1.0,3&2,0&-5,-0.1&-0.7
Cc1ccc(S(=O)(=O)NCc2ccc(/C=C(/C#N)C(=O)NCc3ccccc3)o2)cc1,1.7,-0.1,-5,1.3,-11,-1.2,0.1,-0.8,-1,2,-0.7
c1ccc(C2=Nn3c(nnc3-c3n[nH]c4c3CCC4)SC2)cc1,1.3,2.6,0,0.2,2,2.0,-0.1,-2.6,0,-1,-1.3
c1ccc2nc(-c3nc4ccccc4[nH]3)ccc2c1,-0.9,-4.2,-209,21*,i,-3.2,1.4,13*,2,18,1.1*
CC(C)CCCN1C(Nc2ccccc2)=NC[C@@H]1C,0.7,0.5,-1,-1.9,2,1.3,0.3,-0.1,0,-1,-1.1
